# Screening results as filed in PubChem.
# UBC13 inh: UBC13 polyubiquitin chain formation inhibitors, primary screen, biochemical, TR-FRET, uHTS. hit rate 0.47% among 330,000. Ubiquitin-conjugating enzyme E2 N (Homo sapiens), P61088. inhibition, % at 20 µM; in the data active means inhibition above about 45%, passing the limit was not always enough
# EBI2 antag: EBI2 receptor antagonists, beta-arrestin recruitment, primary screen, cell-based, luminescence, 7a,25-OHC stimulation, uHTS | AID 651636, 2012 | 7a,25-OHC stimulated | inhibition, % at 5 µM | G-protein coupled receptor 183 (Homo sapiens), P32249 | hit rate 0.81% among 360,000; in the data active means inhibition above about 38%;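 further: enzyme fragment complementation signal reports receptor beta-arrestin coupling in cells; 0% = agonist plus DMSO wells and 100% = wells without agonist; some results beyond the cut were filed as inactive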
# Target sequence (P32249 whole entry, looked up, the tested form may be a part): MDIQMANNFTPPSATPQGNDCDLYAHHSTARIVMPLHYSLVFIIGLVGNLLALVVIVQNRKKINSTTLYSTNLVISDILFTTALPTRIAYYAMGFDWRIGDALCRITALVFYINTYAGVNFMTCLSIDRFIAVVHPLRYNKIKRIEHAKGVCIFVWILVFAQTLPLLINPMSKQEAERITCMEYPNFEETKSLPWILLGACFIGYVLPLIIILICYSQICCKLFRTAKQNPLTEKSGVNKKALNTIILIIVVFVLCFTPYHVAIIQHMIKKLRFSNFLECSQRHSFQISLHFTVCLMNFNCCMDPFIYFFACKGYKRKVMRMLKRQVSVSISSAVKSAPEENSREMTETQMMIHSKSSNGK
# APJ antagonist: antagonists of human apelin receptor APJ, primary screen, CHO-K1 cells, beta-arrestin complementation, luminescence. P35414. inhibition, % at 20 µM. hit rate 0.32% among 330,000;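 active means inhibition above about 40% at 20 µM, limit read from the data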;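 further: cells challenged with 10 nM apelin-13 agonist together with compound; plate controls were apelin-13 plus DMSO wells for no effect and DMSO wells lacking apelin-13 for full effect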
# Gli-Sufu antag: Gli-Sufu pathway antagonists, primary screen, luciferase luminescence, Sufu-KO-LIGHT cells, uHTS; Sufu-KO-LIGHT fibroblasts, Gli luciferase reporter luminescence; inhibition, % at 5 µM; hit rate 0.74% among 340,000; AID 588413, 2011;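 active means inhibition above about 55%, limit read from the data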;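 further: 0% = DMSO-treated cells and 100% = wells with medium but no cells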
# ATG4B inhibitor: ATG4B protease inhibitors, primary screen, biochemical, fluorescence, uHTS; Cysteine protease ATG4B (Homo sapiens), Q9Y4P1; ATG4B cleavage of LC3-PLA2, NBD-HPC fluorescence, 1 h; inhibition, % at 8.33 µM; hit rate 0.51% among 340,000; AID 504462, 2011; in the data active means inhibition above about 40%
# APJ agonist: agonists of human apelin receptor APJ, primary screen, CHO-K1 cells, PathHunter beta-arrestin, luminescence; hit rate 0.11% among 330,000; 0% DMSO wells, 100% apelin; activation, % at 20 µM; P35414;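 active means activation more than six SD over the plate average, tested at 20 µM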;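 further: 0% = DMSO alone and 100% = apelin-13 at 10 nM; some results filed as inactive read as strong as hits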
#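 Test system: CHO-K1 APJ beta-arrestin complementation cell line. Amount: cell density 1000 per well. Controls: DMSO negative, 10 nM Apelin-13 positive. Signal: luminescent beta-gal fragment complementation, chemiluminescent substrate. Read-out basis: agonist-driven arrestin binding to APJ. Timing: compound stimulation 90 min at 25 °C, detection 60 min.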
# CXCR6 block: CXCR6 receptor inhibitors, primary screen, cell-based, beta-arrestin, luminescence, CHO-K1 PathHunter, 1536-well | hit rate 0.36% among 360,000 | inhibition, % at 20 µM; in the data active means inhibition above about 34%, passing the limit was not always enough;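 further: antagonist mode with CXCL16 agonist at 10 nM final; 0% = 10 nM CXCL16 with DMSO and 100% = unstimulated wells without agonist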
# Target sequence (O00574 whole entry, looked up): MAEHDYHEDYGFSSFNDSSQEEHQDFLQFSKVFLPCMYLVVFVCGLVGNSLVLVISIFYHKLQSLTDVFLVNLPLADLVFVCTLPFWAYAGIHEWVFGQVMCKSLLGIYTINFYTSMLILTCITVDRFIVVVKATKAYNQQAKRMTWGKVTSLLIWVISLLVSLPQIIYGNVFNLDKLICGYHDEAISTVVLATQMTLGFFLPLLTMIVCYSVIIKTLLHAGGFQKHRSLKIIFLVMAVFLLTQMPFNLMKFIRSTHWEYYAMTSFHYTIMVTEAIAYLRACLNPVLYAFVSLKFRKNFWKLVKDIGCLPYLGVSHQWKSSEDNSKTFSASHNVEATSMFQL
# CCR6 antagonist: CCR6 receptor antagonists, primary screen, cell-based, CHO-K1, luminescence, beta-arrestin, uHTS | C-C chemokine receptor type 6 (Homo sapiens), P51684 | CHO-K1 CCR6 PathHunter beta-arrestin, CCL20-stimulated | inhibition, % at 20 µM | hit rate 0.49% among 340,000 | AID 493098, 2011;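 active means compounds whose inhibition of the agonist-driven luminescence signal at 20 µM reaches about 50%, limit read from the data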;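 further: cells stimulated with CCL20 at 14 nM final; plate controls were DMSO with CCL20 for no effect and DMSO without agonist for full effect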
# Target sequence (P51684 whole entry, looked up): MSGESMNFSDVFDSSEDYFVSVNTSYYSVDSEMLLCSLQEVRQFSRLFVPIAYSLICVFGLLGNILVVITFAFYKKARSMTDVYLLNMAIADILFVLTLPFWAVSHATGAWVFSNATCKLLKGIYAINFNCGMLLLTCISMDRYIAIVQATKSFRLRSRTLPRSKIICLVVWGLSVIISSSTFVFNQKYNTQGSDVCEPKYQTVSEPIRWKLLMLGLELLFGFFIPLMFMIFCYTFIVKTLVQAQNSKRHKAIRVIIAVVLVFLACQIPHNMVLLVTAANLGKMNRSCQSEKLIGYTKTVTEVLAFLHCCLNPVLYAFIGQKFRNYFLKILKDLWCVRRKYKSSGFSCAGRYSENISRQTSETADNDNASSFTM
# Active calls of the source: *; . = no result given. An unsorted share of the library; about 3% have a hit in one of these screens.
SMILES,UBC13 inh,EBI2 antag,APJ antagonist,Gli-Sufu antag,ATG4B inhibitor,APJ agonist,CXCR6 block,CCR6 antagonist
Cc1ccccc1C(=O)Nc1ccccn1,5,-6,1,-9,0,5,6,-6
O=C(Nc1ccccc1C(=O)N1CCOCC1)c1noc2c1CCCC2,1,-18,2,4,4,-4,3,-5
Cc1cc2oc(C(=O)Nc3ccc(S(=O)(=O)N4CCCC(C)C4)cc3)cc(=O)c2cc1Cl (centres undefined),-22,21,-8,14,17,0,0,19
O=S(=O)(Nc1cccc(-c2cn3ccsc3n2)c1)c1ccc(F)cc1,1,-15,-6,4,-4,0,-8,-7
O=C(NN1C(=O)c2ccccc2C1=O)c1ccncc1,-12,-2,-7,-4,-14,-1,2,-10
O=C(NCc1ccccc1)C1CCCN(S(=O)(=O)c2cccc3nonc23)C1 (centres undefined),-2,-1,-16,2,3,1,-7,-1
O=C(NCc1ccccn1)c1ccc(CNS(=O)(=O)c2cccc(Cl)c2)cc1,10,-21,-6,-7,-3,-1,6,4
COc1ccc(C2c3cc(OC)c(OC)cc3CCN2S(C)(=O)=O)cc1OC (centres undefined),0,-1,9,15,0,-4,13,11
Clc1cccc(OCCN2CCN(CCOc3cccc(Cl)c3)CC2)c1,8,17,11,-12,-4,-4,-2,6
COc1ccc(C(=O)Cn2c(C(C)=O)nc3ccccc32)cc1,.,-3,.,21,8,.,2,11
CCn1cc(C(=O)NCCC(=O)NCCO)c(=O)c2cc3c(cc21)OCO3,11,5,14,.,1,-3,-2,17
CCn1cc(Cl)c(C(=O)Nc2nc3ccccc3n2CCN2CCCCC2)n1,-13,-10,15,3,-6,-3,11,9
O=C(NCC1CCCO1)C(c1cccs1)N(C(=O)c1ccc(CN2CCOCC2)o1)c1ccc(Cl)cc1 (centres undefined),1,-4,12,2,-2,1,-1,-7
COCCNC(=O)CSc1nccn1Cc1ccc2c(c1)OCO2,-18,-2,-32,1,-2,-2,8,6
c1ccc(-c2cc(N3CCCCC3)c3ccccc3n2)cc1,7,-45,-2,-2,-8,-1,6,14
CC(=O)OCCCNc1cc(Sc2nc3ccccc3s2)c2nonc2c1[N+](=O)[O-],-45,63*,77*,6,-4,-6,93*,104*
CC(C)CCn1c(NCCc2ccccc2)nc2c1c(=O)n(C)c(=O)n2C,8,25,-66,20,-9,-3,1,16
Cc1c(C(N)=O)sc(N)c1C(=O)OC(C)C,2,-9,9,-3,1,0,-6,-2
COc1ccc(Cl)cc1NC(=O)NCc1cccnc1,6,-18,12,-7,3,5,-2,5
Cc1cccc(NC(=O)CSC2=NN3CCCC(=O)N=C3S2)c1C,-2,-2,-1,6,-2,-1,-4,5
O=C(CN1CCN(c2ncccn2)CC1)NCCC1=CCCCC1,2,2,-17,6,3,-1,0,5
O=C(CCCOc1ccc(Cl)cc1Cl)N1CCc2ccccc2C1,-6,1,5,2,50*,3,4,14
COc1ccc(NC(=O)C2COc3ccccc3O2)cc1 (centres undefined),-9,4,6,3,0,-3,4,6
Cc1cc(C)n(-c2ccc(NC(=O)C3CCCCN3Cc3cccc4c3OCO4)cc2)n1 (centres undefined),4,0,-4,17,22,-2,-1,6
O=C(OCc1nnc(-c2ccccc2)o1)c1ccc([N+](=O)[O-])o1,-12,-2,-1,23,0,3,-11,-12

# (further entries)
SMILES,UBC13 inh,EBI2 antag,APJ antagonist,Gli-Sufu antag,ATG4B inhibitor,APJ agonist,CXCR6 block,CCR6 antagonist
CSc1ncc(Sc2ccccc2)c(C(=O)O)n1,-1,6,-13,1,1,1,3,9
COc1cccc(NC(=O)NCCCSC2CCCCC2)c1,11,8,17,-4,30,-4,2,-2
CC1=C(C(=O)OCc2ccccc2)C(c2ccc([N+](=O)[O-])cc2)NC(=O)N1C (centres undefined),8,13,-5,8,-4,-1,-1,6
CCC(NC(=O)CNC(=O)CNC(=O)c1ccc(Cl)cc1Cl)c1ccc(C)cc1 (centres undefined),2,-6,7,15,-2,-3,0,2
Nn1c(SCC(=O)Nc2ccccc2)nnc(Cc2ccccc2)c1=O,-7,8,15,4,-6,-7,9,17
CC(C)CN(C(=O)COC(=O)c1ccc2c(c1)OCCO2)c1c(N)n(Cc2ccccc2)c(=O)[nH]c1=O,-1,-11,-16,-8,-8,-2,0,-6
CCCNC(=O)CCC(=O)Nc1ncc(-c2ccc(C)cc2)n1C,-4,7,6,-7,-1,-4,-7,18
CC1=NN(c2nc(C)cc(C)n2)C(=O)C1CCC(C)C (centres undefined),11,-8,17,1,-4,-7,13,15
COc1ccc(F)cc1S(=O)(=O)n1cc(C)nc1-c1ccccc1,3,3,8,0,-3,-2,1,-1
O=C(CN1CCN(c2ccccc2F)CC1)Nc1nnc(C(F)(F)F)s1,-5,-1,-1,-4,-2,-1,-4,-9
CC1CN(C(=O)CCC(=O)NCCCN2CCN(Cc3ccccc3)CC2)c2cc(Cl)ccc2O1 (centres undefined),7,4,22,42,-12,-4,1,8
COc1ccccc1C1C(C(C)=O)=C(C)N=c2s/c(=C\c3cc(OC)c(OC)c(OC)c3)c(=O)n21 (centres undefined),-8,34,14,11,-10,-2,18,23
O=C(Nc1ccon1)c1sc2cc(F)ccc2c1Cl,-4,4,-3,-55,-7,0,-3,11
O=C(NCc1ccc(CNC(=O)c2ccco2)cc1)c1ccco1,-2,-6,6,12,1,-1,5,-12
CCOC(=O)C1(Cc2cccc(OC)c2)CCCN(Cc2nccn2CC)C1 (centres undefined),-2,6,-3,26,0,-3,3,7
CCOC(=O)C1NN=C(C(=O)c2ccccc2)C1c1ccc(OC)cc1 (centres undefined),2,0,26,-14,-4,-6,7,4
O=C(c1ccco1)N1CCN(S(=O)(=O)Cc2ccccc2Cl)CC1,-9,-9,1,3,-1,1,17,10
CCCN(CCC)S(=O)(=O)c1ccc(C(=O)Nc2nc3c(s2)CCc2ccccc2-3)cc1,-7,16,-4,3,7,2,2,18
CC1(C(=O)NCCCNc2ncc(C(F)(F)F)cc2Cl)C=CCN1C(=O)c1ccccc1 (centres undefined),15,8,6,1,-12,-1,1,0
CC(C)c1ccc(/C=C/C(=O)NCc2ccc(S(N)(=O)=O)cc2)cc1,-9,27,-15,-8,-6,-2,-4,-16
CCC1Oc2ccccc2N(CC(=O)NCCN2C(C)CCCC2C)C1=O (centres undefined),4,-1,-5,-14,6,-3,-1,7
Cc1ccc(C(=O)N2CCNC(=O)C2CC(=O)Nc2ccc(F)cc2)cc1C (centres undefined),2,-10,6,20,-9,4,7,5
Cc1ccc(C(=O)CCS(=O)(=O)c2ccc(Cl)cc2)cc1,0,2,-1,-8,2,2,-3,-10
CCOC(=O)c1cc2sccc2n1CC(=O)C(C)(C)C,14,5,6,-1,-11,-4,11,6
CCOc1ccc(C(=O)Nc2cccc(-c3ccc4nncn4n3)c2)cc1,15,6,7,-9,-10,-5,-3,3

# The last five compounds of the part above are carried over, then new ones follow:
SMILES,UBC13 inh,EBI2 antag,APJ antagonist,Gli-Sufu antag,ATG4B inhibitor,APJ agonist,CXCR6 block,CCR6 antagonist
CCC1Oc2ccccc2N(CC(=O)NCCN2C(C)CCCC2C)C1=O (centres undefined),4,-1,-5,-14,6,-3,-1,7
Cc1ccc(C(=O)N2CCNC(=O)C2CC(=O)Nc2ccc(F)cc2)cc1C (centres undefined),2,-10,6,20,-9,4,7,5
Cc1ccc(C(=O)CCS(=O)(=O)c2ccc(Cl)cc2)cc1,0,2,-1,-8,2,2,-3,-10
CCOC(=O)c1cc2sccc2n1CC(=O)C(C)(C)C,14,5,6,-1,-11,-4,11,6
CCOc1ccc(C(=O)Nc2cccc(-c3ccc4nncn4n3)c2)cc1,15,6,7,-9,-10,-5,-3,3
Cc1c(Cc2ccccc2)c(=O)oc2cc(OCc3ccc(C(=O)O)cc3)ccc12,2,5,-4,2,16,0,-3,15
CCCCCn1c(=O)c(C(=O)c2ccccc2)nc2ccccc21,2,8,14,7,7,-7,3,22
CC(C)(C)n1ncc2c(=O)n(CC(=O)NCCc3ccccc3)cnc21,4,-2,-10,2,-8,0,-2,-2
Cc1ccc(F)cc1NC(=O)CCOc1ccccc1,12,-2,-2,-2,-3,-1,-4,6
COc1ccccc1-c1nc(-c2ccccn2)no1,0,-9,4,-27,4,-3,3,2
COc1ccc(/C=N/c2oc(C)c(C)c2C#N)c(OC)c1,0,-2,10,1,-4,-2,1,-2
Cc1ccc(C)c(C(=O)CCC(=O)O)c1,4,-1,-1,-1,0,2,0,-10
O=C(C1=NN(c2ccccc2)C2C(=O)N(c3ccccc3Cl)C(=O)C12)c1ccccc1 (centres undefined),.,-6,.,2,4,.,1,12
CCOC(=O)CN(c1ccccc1)S(=O)(=O)c1ccc(F)cc1,6,-2,9,-4,-7,-3,-9,17
Cc1cc(NC(=O)CSc2nnc(-c3ccncc3)n2-c2ccc(F)cc2)no1,-5,-2,16,-7,-1,-1,2,2
Cn1c(SCC(=O)Nc2ccc3c(c2)OCO3)nnc1-c1cnccn1,2,-2,7,4,-5,1,-18,-5
CCOC(=O)[C@H]1[C@H]2COc3ccc(Cl)cc3[C@@H]2N2C(=O)CNC(=O)[C@@]12C,-6,-5,6,-7,-19,-3,1,-3
Cc1ccc(C2CC(c3ccc(C)cc3)n3nc(N)nc3N2)cc1 (centres undefined),8,0,13,-8,2,-2,4,1
CC1CCCCN1S(=O)(=O)c1csc(C(N)=O)c1 (centres undefined),4,-5,10,-18,1,-1,-4,-1
CCc1ccccc1OCCCCCNCCO,9,-10,3,6,-6,-5,-6,-4
Cc1nc2scc(C)n2c(=O)c1S(=O)(=O)N1CCN(c2ccccc2F)CC1,8,5,1,-6,-2,-7,0,8
O=C(C1CCN(S(=O)(=O)c2cccc([N+](=O)[O-])c2)CC1)N1CCOCC1,2,-16,7,3,-1,-2,-6,-2
O=C(N/N=C/c1ccc([N+](=O)[O-])cc1)c1[nH]ncc1Br,-6,-25,-50,-59,12,3,-5,-1
Cc1nc2scc(C)n2c(=O)c1S(=O)(=O)NCC1CCN(Cc2ccc(Cl)cc2)CC1,9,1,6,32,2,-3,9,3
CCOc1ncccc1C(=O)N(C)CC(=O)Nc1ccc(C)cc1,1,-2,11,-3,26,0,-7,5
Cc1ccc(-c2noc(CSc3nnc(-c4ccncc4)n3-c3ccc(C)cc3)n2)cc1,12,19,-6,-2,-12,-5,2,3
CC(C)[C@H](NC(=O)[C@H](Cc1ccccc1)n1c(=O)[nH]c2ccccc2c1=O)C(=O)N[C@@H](Cc1ccccc1)C(=O)O,-16,-2,-87,0,-9,-3,4,-9
CCSC(=Nc1ccccc1)C1=C(O)COC1=O,2,0,-3,0,-2,4,-6,-4
CC(C)CNc1nnnc2c1sc1nc(N3CCOCC3)c3c(c12)CC(C)(C)SC3,-9,26,10,-11,-7,-2,12,5
O=C(N1CCOCC1)N1CCN(c2ccccn2)CC1,5,-7,-11,-17,-5,-1,-4,15
Cc1ccc(Cc2cc(C)n[nH]c2=O)cc1,-2,-5,-6,5,-9,3,2,4
C=C(C)C(C)(C#CCN1CCCC1)OC(C)=O (centres undefined),1,7,-27,10,9,-2,-10,-9
COc1cc(OC)c2ccc(=O)oc2c1C(CCN1CCCC1)c1ccc2c(c1)OCO2 (centres undefined),12,1,0,1,-13,-5,6,1
CCOc1ccc(CN(C)CC(=O)NCc2ccccc2Cl)cc1,3,3,-13,3,10,0,0,8
